HepG2 viability: HepG2 cytotoxicity, counter-screen for TGF-b inhibitors | HepG2 CAGA-GFP viability, ATP luminescence, 18 h | Potency, µM (doses to about 46.1 µM), without a hit: at the top dose activity change, negative = cytotoxicity, actives largely listed as cytotoxic | actives 0.76% (n = 410,000); also: potency is read from the fitted curve at half-maximal effect; some results filed as inactive show a strong effect at the top dose
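CellTiter-Glo luminescence gave cytotoxicity after 18 hours at 37 degrees C. The cells were HepG2 CAGA-GFP in 1% FBS DMEM, stimulated with 500 pg/mL TGF-beta after compound addition. %Activity was normalised to no-cell wells (complete cell-killing) and DMSO (no toxicity), and curves were fitted and classified.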
ATXN2 expr inh: reduces ATXN2 reporter expression in HEK-293 cells. Potency, µM (titrated, usually from 57 µM), without a hit: at the top dose activity change, negative = inhibition, hits mostly inhibitors. HEK-293 ATXN2-luciferase reporter, luminescence, 24 h. actives 0.72% (n = 360,000); also: potency is read from the fitted curve at half-maximal effect; % is scaled to controls: 0 for no effect and ±100 for the full control effect; nearly all actives have a fitted effect of over 55% in size
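qHTS (up to 57 uM final) was run with 24 h compound exposure of reporter cells at 37 °C. Each well was multiplexed: SteadyGlo luminescence measured ATXN2-luciferase expression after a fluorogenic Gly-Phe-AFC viability readout (25 uM final).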
Nrf2 ARE act: Nrf2 pathway activation; AREc32 ARE-luciferase reporter (MCF7-derived line), luminescence, 24 h; Potency, µM (doses to about 46.1 µM), for inactives: top-dose activation, most hits filed as activators; actives 0.31% (n = 410,000); also: potency is read from the fitted curve at half-maximal effect; % of control where 0% means no effect; nearly all actives have a fitted effect of over 65% in size
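Luciferase luminescence (Steady-Glo, 30 min at room temperature) served as the read-out of ARE activation in AREc32 cells treated with compounds for 24 hr at 37 deg C.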
TGFb inhibitor: blocks TGF-b signaling; HepG2 CAGA-GFP TGF-b/SMAD3 reporter, GFP fluorescence, 18 h; TGF-beta stimulated, 500 pg/mL final; Potency, µM (doses to about 46.1 µM), inactives show top-dose activity, negative = inhibition, actives largely listed as inhibitors; actives 1.2% (n = 410,000); AID 588855; also: potency is read from the fitted curve at half-maximal effect; % is scaled to controls: 0 for no effect and ±100 for the full control effect; nearly all actives have a fitted effect of over 65% in size
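TGF-beta reporter screen: HEPG2 CAGA-GFP, 1% FBS, 500 pg/mL TGF-beta final, 18 h; per-cell GFP summed per well; curves fitted and categorized by class.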
S2 tox: reduces viability in counter-screen for ATXN expression inhibitors; S2 cells (HEK-293 line with an ATXN2-luciferase reporter) viability, CellTiter-Fluor protease fluorescence, 24 h; Potency, µM (titrated, usually from 56.7 µM), actives largely listed as cytotoxic; actives 0.49% (n = 400,000); AID 651635; also: potency is read from the fitted curve at half-maximal effect; nearly all actives have a fitted effect of over 40% in size
A549 tox: kills or reduces viability of A549 cells in Nrf2 counter-screen; A549 ARE-Fluc cells, CellTiter-Fluor viability, 18-24 h; Potency, µM (doses to about 46 µM), inactives show at the highest dose activity change, negative = cytotoxicity, most hits filed as inhibitors; actives 0.16% (n = 390,000); also: potency is read from the fitted curve at half-maximal effect; % is scaled to controls: 0 for no effect and ±100 for the full control effect
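A549 ARE-Fluc cells in 5% FBS OPTI-MEM, 5000 cells/well, rested 2 h then exposed to compounds in concentration-response for 18-24 h at 37 °C. Viability by CellTiter-Fluor fluorescence (Ex 405/Em 525) after 30 min; luciferase luminescence (BugLite, 15 min, RT) read afterwards.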
Nrf2 inh: blocks Nrf2 signaling | AID 504444 | A549 ARE-Fluc reporter, luciferase luminescence, 18-24 h | actives 2.1% (n = 360,000) | Potency, µM (highest dose often 46 µM), for the others: top-dose activity change, negative = inhibition, hits mostly inhibitors; also: potency is read from the fitted curve at half-maximal effect; % is scaled to controls: 0 for no effect and ±100 for the full control effect; nearly all actives have a fitted effect of over 60% in size
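Quantitative HTS in A549 cells stably bearing an antioxidant response element-firefly luciferase construct. Inhibition of Nrf2-driven transcription was scored by luminescence after 18-24 h of compound exposure at 37 °C.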
EPAC2 agonist: EPAC2 (human) agonism; Potency, µM (titrated, usually from 154 µM), inactives show at the highest dose activation, actives largely listed as activators; actives 0.079% (n = 360,000); EPAC2 activation, biochemical qHTS; response scale: 100% = 6.5 mM cAMP response; Q8WZA2; also: potency is read from the fitted curve at half-maximal effect; nearly all actives have a fitted effect of over 50% in size
Target sequence (Q8WZA2 whole entry, looked up): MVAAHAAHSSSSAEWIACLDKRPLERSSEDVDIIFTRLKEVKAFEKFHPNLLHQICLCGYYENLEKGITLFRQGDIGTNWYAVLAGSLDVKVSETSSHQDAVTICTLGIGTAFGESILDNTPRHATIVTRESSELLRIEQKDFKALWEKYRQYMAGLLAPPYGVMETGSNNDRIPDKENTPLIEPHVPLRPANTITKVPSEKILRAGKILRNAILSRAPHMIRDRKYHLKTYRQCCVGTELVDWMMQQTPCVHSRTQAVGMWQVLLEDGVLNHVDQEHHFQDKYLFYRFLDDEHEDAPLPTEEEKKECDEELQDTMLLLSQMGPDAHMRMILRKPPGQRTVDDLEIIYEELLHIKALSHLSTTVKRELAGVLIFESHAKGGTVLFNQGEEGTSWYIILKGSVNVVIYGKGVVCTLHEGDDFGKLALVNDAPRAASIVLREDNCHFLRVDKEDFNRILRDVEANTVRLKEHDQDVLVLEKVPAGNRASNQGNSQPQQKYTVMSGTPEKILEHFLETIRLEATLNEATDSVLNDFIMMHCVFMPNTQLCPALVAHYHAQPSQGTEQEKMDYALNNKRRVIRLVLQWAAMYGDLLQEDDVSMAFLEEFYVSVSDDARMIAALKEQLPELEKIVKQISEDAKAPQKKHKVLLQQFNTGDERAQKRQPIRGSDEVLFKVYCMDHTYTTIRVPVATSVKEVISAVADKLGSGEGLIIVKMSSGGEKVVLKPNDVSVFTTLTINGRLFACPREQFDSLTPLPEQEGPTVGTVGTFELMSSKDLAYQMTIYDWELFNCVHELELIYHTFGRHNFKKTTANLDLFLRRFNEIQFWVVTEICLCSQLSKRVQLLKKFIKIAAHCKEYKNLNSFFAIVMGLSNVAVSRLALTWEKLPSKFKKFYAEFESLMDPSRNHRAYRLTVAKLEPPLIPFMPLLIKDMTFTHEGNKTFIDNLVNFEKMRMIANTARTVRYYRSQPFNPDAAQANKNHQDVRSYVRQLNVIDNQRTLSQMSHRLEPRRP
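Each well held 100 nM EPAC2, 250 nM RAP1B-BODIPY-GDP and 50 uM GDP. Fluorescence, read at 5-min intervals to 30 min, was referenced to a 6.5 mM cAMP positive control.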
IL2 activator: activators of IL-2 | activation, % (series mostly up to about 46 µM) | actives 0.065% (n = 360,000) | AID 652025 | IL-2 activation reporter assay, cell-based qHTS; stimulated with anti-CD3/CD4/CD28 beads; in transgenic mouse T cells; in the data active = activation above about 50%; inconclusive = mostly about 30% to 49%; also: 0% is about no effect
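First, unstimulated transgenic mouse T cells were exposed to compound for 60 min. Next, anti-CD3/anti-CD4-coated beads with anti-CD28 were added. Finally, after 18 h at 37 degrees C, EGFP and DsRed were imaged.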
An asterisk follows results filed as active; i = inactive; ? = inconclusive; · = not tested or not shown; [ ] = dose if it differs, or a comment. Unless noted, calls follow the shape of the dose curve; as a rule, active = well fitted curve in the direction sought with a large enough effect; inconclusive = small, poorly fitted or top-dose-only effect, or another doubt; inactive = no such curve, though single readings can be large; an effect the other way counts as inactive or inconclusive. Compounds as they come (roughly 4.3% active in at least one column).

| entry | SMILES | IL2 activator | EPAC2 agonist | HepG2 viability | TGFb inhibitor | Nrf2 inh |
| --- | --- | --- | --- | --- | --- | --- |
| 1 | O=C(NNC(=S)NC1CCCCC1)c1ccc2c(c1)OCO2 | -0.4 | 10% | -22% | -13% | ? |
| 2 | COCCNC(=O)[C@H](CSCc1ccccc1)N1Cc2ccccc2C1=O | -0.2 | 2% | 24% | 22% | 6% |
| 3 | CCOC(=O)CSC1=Nc2ccccc2C2=NC(CC(=O)NCc3ccccc3)C(=O)N12 (configuration not stated) | -1.9 | -2% | 5% | 0% | 4% |
| 4 | CCOC(=O)C1=C(CN2CCN(CCC#N)CC2)NC(=O)NC1c1ccc2c(c1)OCO2 (configuration not stated) | 2.7 | -4% | -3% | 7% | 15% |
| 5 | Cc1ccc(OCC(=O)N(Cc2ccco2)c2ccccn2)cc1 | · | · | -1% | · | ? |
| 6 | O=C(COc1cccnc1[N+](=O)[O-])Nc1ncc(Cl)cc1Cl | -0.4 | 7% | -9% | -5% | 7% |
| 7 | CCOC(=O)C1CCN(S(=O)(=O)c2ccc(-c3nc4ccccc4s3)s2)CC1 | 0.0 | -8% | 2% | 6% | · |
| 8 | COc1ccc(NC(=O)N2CCN(c3ccc([N+](=O)[O-])cc3)CC2)cc1OC | 2.1 | 5% | 0% | 10% | -16% |

| entry | Nrf2 ARE act | S2 tox | ATXN2 expr inh | A549 tox |
| --- | --- | --- | --- | --- |
| 1 | 2.7% | i | 12% | -4% |
| 2 | -0.9% | i | · | 4% |
| 3 | 0.4% | ? | -17% | -5% |
| 4 | 0.4% | i | -21% | 0% |
| 5 | 15% | · | · | 4% |
| 6 | -1.6% | i | -7% | -1% |
| 7 | 10% | ? | 24% | -3% |
| 8 | 0.1% | i | ? | -24% |

Other records follow:
| entry | SMILES | IL2 activator | EPAC2 agonist | HepG2 viability | TGFb inhibitor | Nrf2 inh |
| --- | --- | --- | --- | --- | --- | --- |
| 9 | COc1ccc(C2CC(c3ccccc3)Nc3ncnn32)cc1 (configuration not stated) | -1.2 | 13% | -1% | -1% | 8% |
| 10 | Cc1ccc(C(=O)N/C(=C\c2ccccc2)C(=O)NCCN2CCOCC2)cc1 | -2.6 | -6% | -3% | 11% | 26% |
| 11 | COc1cc(CNCc2ccc(OC)cc2OC)cc(OC)c1 | -0.2 | -1% | -36% | ? | 7.3µM* |
| 12 | Cc1cc(C)cc(OC(=O)CS(=O)c2ccc(C(F)(F)F)cc2[N+](=O)[O-])c1 (configuration not stated) | -0.6 | -4% | -99% | ? | ? |
| 13 | C=COC(=O)c1sc2nc(C)cc(C)c2c1N | -2.7 | 0% | 1% | -2% | 0% |
| 14 | CCOc1ccc(NC(=S)Nc2cc(C)[nH]n2)cc1 | -1.8 | 4% | 10% | -10% | 30% |
| 15 | Cc1cc(=O)oc2ccc(OCC(=O)N3CCc4ccccc43)cc12 | 0.2 | 8% | 19% | -3% | -21% |
| 16 | COc1ccc(NC(=S)N(CCc2ccc(OC)c(OC)c2)Cc2ccccn2)cc1 | -2.6 | -2% | 5% | -15% | 8% |

| entry | Nrf2 ARE act | S2 tox | ATXN2 expr inh | A549 tox |
| --- | --- | --- | --- | --- |
| 9 | -0.4% | i | -7% | -3% |
| 10 | 2.4% | i | 8% | -5% |
| 11 | 0.2% | i | · | -7% |
| 12 | ? | i | -31% | -1% |
| 13 | ? | · | 1% | 0% |
| 14 | 3.0% | i | · | -1% |
| 15 | -0.3% | i | 3% | 3% |
| 16 | 2.8% | i | -12% | -5% |

An excerpt of these results, with bars between the fields:
No. | mol | IL2 activator | EPAC2 agonist | HepG2 viability | TGFb inhibitor | Nrf2 inh | Nrf2 ARE act | S2 tox | ATXN2 expr inh | A549 tox
3 | CCOC(=O)CSC1=Nc2ccccc2C2=NC(CC(=O)NCc3ccccc3)C(=O)N12 (configuration not stated) | -1.9 | -2% | 5% | 0% | 4% | 0.4% | ? | -17% | -5%
4 | CCOC(=O)C1=C(CN2CCN(CCC#N)CC2)NC(=O)NC1c1ccc2c(c1)OCO2 (configuration not stated) | 2.7 | -4% | -3% | 7% | 15% | 0.4% | i | -21% | 0%
5 | Cc1ccc(OCC(=O)N(Cc2ccco2)c2ccccn2)cc1 | · | · | -1% | · | ? | 15% | · | · | 4%
6 | O=C(COc1cccnc1[N+](=O)[O-])Nc1ncc(Cl)cc1Cl | -0.4 | 7% | -9% | -5% | 7% | -1.6% | i | -7% | -1%
7 | CCOC(=O)C1CCN(S(=O)(=O)c2ccc(-c3nc4ccccc4s3)s2)CC1 | 0.0 | -8% | 2% | 6% | · | 10% | ? | 24% | -3%
8 | COc1ccc(NC(=O)N2CCN(c3ccc([N+](=O)[O-])cc3)CC2)cc1OC | 2.1 | 5% | 0% | 10% | -16% | 0.1% | i | ? | -24%
9 | COc1ccc(C2CC(c3ccccc3)Nc3ncnn32)cc1 (configuration not stated) | -1.2 | 13% | -1% | -1% | 8% | -0.4% | i | -7% | -3%
10 | Cc1ccc(C(=O)N/C(=C\c2ccccc2)C(=O)NCCN2CCOCC2)cc1 | -2.6 | -6% | -3% | 11% | 26% | 2.4% | i | 8% | -5%
11 | COc1cc(CNCc2ccc(OC)cc2OC)cc(OC)c1 | -0.2 | -1% | -36% | ? | 7.3µM* | 0.2% | i | · | -7%
12 | Cc1cc(C)cc(OC(=O)CS(=O)c2ccc(C(F)(F)F)cc2[N+](=O)[O-])c1 (configuration not stated) | -0.6 | -4% | -99% | ? | ? | ? | i | -31% | -1%
13 | C=COC(=O)c1sc2nc(C)cc(C)c2c1N | -2.7 | 0% | 1% | -2% | 0% | ? | · | 1% | 0%
14 | CCOc1ccc(NC(=S)Nc2cc(C)[nH]n2)cc1 | -1.8 | 4% | 10% | -10% | 30% | 3.0% | i | · | -1%
15 | Cc1cc(=O)oc2ccc(OCC(=O)N3CCc4ccccc43)cc12 | 0.2 | 8% | 19% | -3% | -21% | -0.3% | i | 3% | 3%

Other records follow:
| entry | SMILES | IL2 activator | EPAC2 agonist | HepG2 viability | TGFb inhibitor | Nrf2 inh |
| --- | --- | --- | --- | --- | --- | --- |
| 17 | COc1cc(/C=C/C(=O)c2ccc(C)cc2)ccc1OCC#N | -0.8 | 9% | -40% | ? | -22% |
| 18 | COc1ccc2nc(N=NC3=C(O)CC(C)(C)CC3=O)sc2c1 | 0.8 | 2% | -12% | 3% | ? |
| 19 | Cc1ccc(-c2nc(-c3cccnc3)no2)c(C)c1 | -1.9 | 10% | -3% | 14% | ? |
| 20 | CN(C)c1ccc(CNC(=O)c2cc(S(=O)(=O)N3CCCC3)cn2C)cc1 | -3.9 | 4% | 1% | -4% | -11% |
| 21 | COc1ccccc1NC(=O)c1ccc2c(c1)nnn2C | 0.8 | 15% | 9% | 8% | 4% |
| 22 | NC(=O)c1ccc(NCCc2ccccc2)c([N+](=O)[O-])c1 | 1.1 | 4% | -2% | 2% | 0% |
| 23 | O=C(c1ccc(Cl)c(Cl)c1)N1CCOCC1 | 3.2 | 2% | 6% | 16% | · |
| 24 | Cc1ccc(S(=O)(=O)N2C(=O)CCC2C(=O)O/N=C(\N)c2ccccc2)cc1 (configuration not stated) | -3.1 | 19% | -48% | 1% | 15% |

| entry | Nrf2 ARE act | S2 tox | ATXN2 expr inh | A549 tox |
| --- | --- | --- | --- | --- |
| 17 | ? | · | ? | 1% |
| 18 | -0.1% | · | ? | 1% |
| 19 | 3.6% | i | 57%[activator] | 7% |
| 20 | 2.7% | i | -3% | 1% |
| 21 | -0.7% | i | 2% | 1% |
| 22 | 3.4% | ? | 20% | -4% |
| 23 | -0.8% | i | 2% | 0% |
| 24 | -1.1% | i | -12% | -6% |
